# Screening results (PubChem)
# ALOX12 inh: blocks human arachidonate 12S-lipoxygenase; P18054; purified 12hLO, xylenol orange hydroperoxide absorbance; Potency, µM (top dose mostly 108 µM), for the others: at the highest dose activity change, negative = inhibition, most hits filed as inhibitors; 580,000 compounds, 1.1% hits; AID 1671190; active = well fitted inhibition curve with a large enough effect; inconclusive = small, poorly fitted or top-dose-only effect, or another doubt; inactive = no such curve, though single readings can be large or run the other way
# Target sequence (P18054 whole entry, looked up): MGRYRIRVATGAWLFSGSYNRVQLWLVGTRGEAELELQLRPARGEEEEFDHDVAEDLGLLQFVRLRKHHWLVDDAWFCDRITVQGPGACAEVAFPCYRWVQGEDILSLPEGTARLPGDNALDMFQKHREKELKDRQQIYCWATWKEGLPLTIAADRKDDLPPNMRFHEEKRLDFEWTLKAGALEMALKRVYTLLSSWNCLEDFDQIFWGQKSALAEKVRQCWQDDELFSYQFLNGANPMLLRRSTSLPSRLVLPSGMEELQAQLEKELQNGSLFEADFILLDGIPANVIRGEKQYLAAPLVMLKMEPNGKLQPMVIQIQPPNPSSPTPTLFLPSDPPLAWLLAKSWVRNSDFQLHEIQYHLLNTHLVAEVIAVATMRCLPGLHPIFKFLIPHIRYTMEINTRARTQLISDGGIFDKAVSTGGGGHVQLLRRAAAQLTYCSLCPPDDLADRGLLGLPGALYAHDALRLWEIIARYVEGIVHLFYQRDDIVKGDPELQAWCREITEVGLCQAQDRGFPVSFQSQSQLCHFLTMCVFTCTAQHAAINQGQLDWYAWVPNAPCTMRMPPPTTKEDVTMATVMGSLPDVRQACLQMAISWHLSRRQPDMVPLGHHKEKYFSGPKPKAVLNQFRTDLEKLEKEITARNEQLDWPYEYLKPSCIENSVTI
#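 Purified human 12hLO (150 nM final) in 25 mM Hepes, 0.01% Triton X-100, pH 7.0 was preincubated 15 min at room temperature with compound. Then 40 uM arachidonic acid was added, 30 min. Hydroperoxide was read by Fe-XO absorbance ratio 573/405 nm.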
# Numbers without * were called inactive; ? = inconclusive; & = joins results of further samples; [ ] = remark or other dose. % is set by controls: 0 for no effect and ±100 for the full control effect; potency is the fitted concentration of half-maximal effect. Only part of the results is shown (hit frequency here may not be typical).
SMILES	ALOX12 inh
CC1CCN(C(=O)[C@@H](C)C2CC[C@@]3(C)CC[C@H](NC(=O)c4cnccn4)[C@@H](C)[C@@H]3[C@H]2O)CC1 (some centres not stated)	26.8%
O=Cc1cccn1-c1ccc(F)c(Cl)c1	-4.5%
O=C(c1cc2ccccc2o1)N1CCC2(COc3ncccc3S(=O)(=O)N2)C1 (configuration not stated)	-0.2%[6.33 µM]
CN(Cc1ccccc1)Cc1nc(C2CCOC2)no1 (configuration not stated)	23.9%
Cc1noc(C)c1CC(=O)N[C@@H]1CN(C2CCOCC2)C[C@H]1CN(C)C	109.7%[activator]
COc1cc(/C=N/O)cc(Br)c1O	?
COCCN1C(=O)c2ccccc2N2C(=O)CCC12C(=O)OCc1cc(=O)oc2cc(OC)ccc12 (configuration not stated)	-0.2%
COc1ccc(CNC(=O)c2csc(NCc3ccccc3)n2)cc1	30.0%
COCCNC(=O)c1ccc(CN2C(=O)NC3(CCS(=O)(=O)CC3)C2=O)cc1	21.4%
Cc1ccccc1NC(=O)N(C)[C@H]1C[C@H]2c3[nH]c4c(-c5ccc6c(c5)OCO6)cccc4c3CCN2C(=O)[C@H]1[C@H](C)O	-6.0%
CCNC(=O)NC(=O)C(C)Sc1nnc(-c2ccccc2)n1CC (configuration not stated)	-7.1%
C=CCCC1CN(Cc2ccc(OC)cc2)S(=O)(=O)c2c(NCc3cc(OC)c(OC)c(OC)c3)cccc2O1 (configuration not stated)	4.5%
CCOC(=O)[C@]12CCC=C1N(Cc1ccccc1)C(=O)[C@H](CC(=O)N1CCCCC1)C2	-1.3%
COc1ccc(OC)c(CN2CCNc3cnc(-c4ccccc4)cc3C2)c1	17.6%[176 µM]
O=C(c1ccc2cc[nH]c2c1)N1CCN(C(=O)c2nnn3c2COC(c2ccccc2)C3)CC1 (configuration not stated)	15.9%
COc1ccc(-c2ocnc2C(=O)Nc2ccccc2OC)cc1	-2.7%
CC(C)C[C@@H]1COc2cccc(NC3CC3)c2S(=O)(=O)N1	?
CNC(=O)[C@@H](c1ccccc1)N1CCC[C@H]1C(=O)N1CCN(C(C)=O)CC1	14.0%[176 µM]
CN1CCN(c2ncc3ncc(=O)n(CCc4ccccc4)c3n2)CC1	?
O=C1CC(C(=O)Nc2ccc(Cl)cc2)c2ccc(F)cc2N1 (configuration not stated)	-6.5%
O=C1CC(C(=O)O)C2(CCN(c3cc(C4CC4)ncn3)CC2)N1 (configuration not stated)	39.2%[activator]
CCOc1ccc(C(=O)NC2CCN(c3cnn(C)c(=O)c3)CC2)cc1	4.7%
CN(c1ccc(F)cc1)C1CN(C(=O)OC(C)(C)C)C1	10.9%[12.5 µM]
COc1ccc(CNc2ccnc(-c3cccc(C#N)c3)n2)c(OC)c1	-28.2%

# Among those listed so far, these have an NH in an aromatic ring.
SMILES	ALOX12 inh
Cc1ccccc1NC(=O)N(C)[C@H]1C[C@H]2c3[nH]c4c(-c5ccc6c(c5)OCO6)cccc4c3CCN2C(=O)[C@H]1[C@H](C)O	-6.0%
O=C(c1ccc2cc[nH]c2c1)N1CCN(C(=O)c2nnn3c2COC(c2ccccc2)C3)CC1 (configuration not stated)	15.9%

# More entries follow.
SMILES	ALOX12 inh
O=C(Cc1c[nH]c2ncc(-c3ccc(F)c(Cl)c3)cc12)NCc1cccnc1	4.9%[176 µM]
COC(=O)c1ccc(C(=O)N(C)Cc2cccnc2)s1	5.3%
COc1ccc(C2C(C(C)=O)=C(O)C(=O)N2c2ccc(OC)cc2)cc1 (configuration not stated)	?
COc1ccc(C(=O)N2CCN(C(=O)N3CC4CC(C3)[C@H]3CCCC(=O)N3C4)CC2)c(OC)n1 (some centres not stated)	19.1%
O=C(Cc1ccc(F)cc1)NCCn1ccn2nc(-c3ccc(F)cc3)cc2c1=O	?
C=CCNC(=O)c1c[nH]c2cccnc12	41.0%[activator][176 µM]
CCOc1cccc2c(C)nc(Nc3nc(-c4ccccc4)cc(=O)[nH]3)nc12	2.2%
COCc1nncn1C1CCN(C(=O)c2ccc(C)c(C)c2)CC1	20.4%
O=C(C[C@H]1CC[C@H](NC(=O)Nc2ccccc2F)[C@@H](CO)O1)NCc1ccc(-c2ccccc2)cc1	?
CCOC(=O)CCN(CC1CC1)C(=O)c1cccs1	-35.3%
O=C(C(=O)N1CCN(S(=O)(=O)c2cccc(C(F)(F)F)c2)CC1)c1cccc(C(F)(F)F)c1	0.8%
CCN(CC)S(=O)(=O)c1ccc(N(C)C)c(NS(=O)(=O)c2cc(C)ccc2C)c1	?
CCOC(=O)CN1CCCC1c1ccsc1 (configuration not stated)	?
CSc1ccc(-c2nc3ncccn3c2Nc2ccccc2)cc1	?
CC(C)c1cccc(NC(=O)c2cccc3ncccc23)c1	30.1%[activator]
CCCCc1c(-c2ccccc2OC)ncn1Cc1cc(F)cc(F)c1	-6.3%
COCCN1C(=O)c2ccccc2C(C(=O)Nc2nc3ccccc3s2)C12CCCC2 (configuration not stated)	4.3%
C=CCn1cc2c3c(cccc31)[C@H](CC(C)C)N[C@H](C(=O)O)C2	74.4%[176 µM]
CN(C(=O)Cc1ccc(S(C)(=O)=O)cc1)C1CCc2nn(C)c(=O)n2CC1 (configuration not stated)	?
CN(C)c1ccc(CN2C[C@H](O)C[C@H]2c2nc(-c3ccc(C(F)(F)F)cc3)no2)cc1	43.1%[activator][176 µM]
O/N=C(/c1ccc(F)cc1)c1ccc(O)cc1O	-15.0%
CCOc1ccc(C(=O)Nc2ccc(-c3cn4ccc(C)nc4n3)cc2)cc1OCC	-28.9%
O=C(c1cccnc1OC1CCN(C(=O)C2CC2)C1)N1CCOCC1 (configuration not stated)	52.7%[activator]
CC(c1ccc(-c2ccc(CC(=O)O)cn2)cc1)N1CCCCC1 (configuration not stated)	14.1%

# Reformatted: results already given.
COc1ccc(OC)c(CN2CCNc3cnc(-c4ccccc4)cc3C2)c1
  ALOX12 inh: 17.6%[176 µM]

O=C(c1ccc2cc[nH]c2c1)N1CCN(C(=O)c2nnn3c2COC(c2ccccc2)C3)CC1 (configuration not stated)
  ALOX12 inh: 15.9%

# Further records:
molecule	ALOX12 inh
Cc1ccccc1NS(=O)(=O)c1c(C)nn(C)c1C	40.8%[activator]
FC(F)(F)c1ccccc1-c1nc(N2CCOCC2)c2ccccc2n1	?
CC(=O)Nc1ccc(/C=C/C(=O)C23CC4CC(CC(C4)C2)C3)cc1	?
COc1ccc(CNC(=O)c2nn(Cc3ccccc3)c(=O)c3ccccc23)cc1	-6.9%
CCC(C)NC(=O)C1=CC(c2cc(OC)ccc2OC)=NS(=O)(=O)N1C (configuration not stated)	-6.0%
Cc1ccc(C)c(S(=O)(=O)NCC2CN(Cc3ccccc3)CCO2)c1 (configuration not stated)	-4.3%
Cc1cccc(NC(=O)N2CC(C(=O)N(C)C)C3(CCOCC3)C2)c1C (configuration not stated)	38.0%[activator]
CCc1noc(-c2cn(C3CCN(C(=O)C(C)c4ccccc4)CC3)nn2)n1 (configuration not stated)	6.2%
CC[C@H]1CN(S(=O)(=O)c2ccc(OC)cc2)CC[C@H]1CC(=O)N1CCOCC1	38.6%[176 µM]
COc1ccccc1-c1cn(CC[C@@H]2CC[C@H](NC(=O)C3CCC3)[C@@H](CO)O2)nn1	-15.3%
COC(=O)c1cc(-c2ccc(Cl)cc2)nc2onc(C)c12	-20.2%
Cc1c(O)ccc2c(CN(C)CCOc3ccccc3F)cc(=O)oc12	-27.1%
COC(CNC(=O)c1cc(Nc2cc(C)cc(C)c2)nc2ccccc12)OC	1.7%
C[C@@H]1CCN(C(=O)CC#N)C[C@H]1N(C)c1ncnc2[nH]ccc12	-12.3%[57.4 µM]
O=C1NCc2ccccc2CC12CCCN2Cc1ccc(O)cc1O (configuration not stated)	?
COc1ccccc1CCc1nc(-c2nnn3c2COC(c2ccc(C)cc2)C3)no1 (configuration not stated)	16.5%
COc1cccc(CNC(=O)[C@@H]2C[C@@H](O)CN2C2CCN(C(=O)C3CCCC3)CC2)c1	9.0%
CC/C=C(/C)C(=O)NCc1ccc(C)s1	-17.6%
COc1ccc(NC(=O)c2nc(-c3ccccc3)n(-c3ccccc3Cl)n2)cc1	13.8%
C=CCNC(=O)Cn1nc2c(cc1=O)CCCCC2	23.2%
COCC(=O)N1CC[C@H](c2nc3ccc(C(F)(F)F)cc3[nH]2)C1	6.0%[176 µM]
O=S(=O)(Cc1ccccc1Cl)N1CCc2ccccc21	20.6%
O=C(Nc1cccc(Cl)c1)c1cc2n(n1)CC(c1ccc3c(c1)OCO3)OC2 (configuration not stated)	42.6%[activator]
CN(Cc1cccnc1)c1nc2c(c(=O)[nH]1)CCN(Cc1ccncc1)CC2	49.9%[activator]
CC1=NN(c2nc(C)cc(C)n2)C(=O)C1Cc1ccc(Br)cc1 (configuration not stated)	-12.5%
COc1ccc(-n2c(=O)[nH]c3cccnc32)cc1	12.4%[176 µM]
COc1cncc([C@@H](NC(=O)c2ccc3c(c2)OCO3)C2CC(O)C2)c1 (some centres not stated)	11.6%&1.5%
CC(C)(CNC(=O)c1cc2c(s1)CCCCC2)N1CCOCC1	-8.3%
CCCCc1c(C)nc(Nc2nc(C)c3cc(C)ccc3n2)[nH]c1=O	-0.9%
Cc1cccc(S(=O)(=O)Nc2nc3ccccc3nc2Nc2ccccc2F)c1	?
O=C(c1ccccc1Oc1ccccc1)N1CCC(c2nc3ccccc3o2)CC1	13.1%
O=C(c1cc(F)ccc1F)N1CC(Oc2ccc(-c3nc(-c4ccccc4)no3)cc2)C1	21.1%
CN(C(=O)Cn1c(=O)n(C)c(=O)c2sccc21)c1ccccc1	?
CN(Cc1cccnc1)C1CN(C(=O)C2CC2)C1	4.4%
COc1ccc(NC(=O)c2cccc3c2CCN3C(=O)c2ccc(F)cc2)cc1OC	-10.2%
COc1ccc(-c2ccc(CCC(=O)O)n2NC(=O)c2ccccc2Cl)cc1	?
COCCn1c(=O)c(-c2ccccc2)nc2cnc(Oc3ccc(OC)cc3)nc21	43.4%
COC(=O)c1c(NC(=O)CSc2ncnc3ccccc23)sc2c1CCCC2	?
O=C(c1cc(F)ccc1Cl)N1C[C@@H](CO)[C@H](c2ccccn2)C1	0.7%
CCCc1nn2c(=O)cc(COC(=O)c3cc(OC)c(OC)c(OC)c3)nc2s1	-1.0%
O=C1CCN(Cc2cccnc2)CCCC(C(=O)NCCCn2cccn2)CCN1 (configuration not stated)	47.0%[activator]
CCCCc1ccc(NC(=O)Cn2cccc2-c2nc(-c3ccc4c(c3)OCO4)no2)cc1	3.2%
O=C(NCCn1cccn1)C1CCC(=O)N(CCCN2CCOCC2)C1 (configuration not stated)	47.3%[activator]
Cc1cc(C)c(C=Nc2cccc([N+](=O)[O-])c2C)c(C)c1	21.6%
O=C(Nc1cc(F)ccc1F)C1CN(S(=O)(=O)c2cccnc2)CC12CCCCC2 (configuration not stated)	16.7%
CCC(O)c1cc2n(n1)CCN(C(=O)c1nc(N)nc3c1CCCC3)C2 (configuration not stated)	13.0%
COc1ccc(-c2cc(N3CCC(NC(=O)c4ccc(OC)c(F)c4)CC3)n[nH]2)cc1	34.7%[activator]
CC(C)COc1ccc(C(=O)Nc2ccc3oc(=O)ccc3c2)cc1	-7.0%
Cc1ccnc(Sc2nc3c(c(=O)[nH]c(=O)n3C)n2Cc2ccccc2Cl)n1	-2.6%
CC(NC(=O)c1cccc(S(=O)(=O)N(C)C)c1)c1cc2ccccc2o1 (configuration not stated)	?
CNC(=O)CCn1ncc2cc(OCc3ccccc3-c3cc(F)ccc3OC(C)C)ccc21	?
CC(C)N(C(=O)COC(=O)c1ccc2ccccc2n1)C(C)C	-33.7%
CCC(CC)C(=O)NC[C@@H]1C=C(C)[C@H](Cc2nc3ccc(C(=O)OC)cc3[nH]2)C[C@H]1C(C)C	26.1%
O=C(Nc1ccc2c(c1)OCCO2)N1CCC2(CC1)CC(Cc1nc(-c3cnccn3)no1)CCO2 (configuration not stated)	-12.8%
CCCOC(=O)c1ccc(NC(=O)NC(c2ccccc2F)c2nccn2C)cc1 (configuration not stated)	72.7%[activator]
COc1cncc(NC(=O)C2=NO[C@@H]3CN(Cc4ccccc4)C[C@H]23)c1	11.7%[176 µM]
O=C(Nc1ccc([C@H]2OCC(=O)N(Cc3ccccc3)[C@@H]2CO)cc1)c1ccc2c(c1)OCO2	21.4%
O=C(CSc1nc2cc(Cl)ccc2s1)N1CCC(Cc2ccccc2)CC1	5.4%
COc1ccc(C(=O)N2CCCn3nc(C)c(-c4ccccc4Oc4ccccc4)c32)cn1	7.6%[176 µM]
CCOC(=O)[C@]12CCCC=C1N(CCC1=CCCCC1)C(=O)[C@H](CC(=O)NCCCN1CCCC1=O)C2	8.4%

# Retrieved by structure from above (two):
molecule	ALOX12 inh
CCOc1cccc2c(C)nc(Nc3nc(-c4ccccc4)cc(=O)[nH]3)nc12	2.2%
COc1ccc(-c2cc(N3CCC(NC(=O)c4ccc(OC)c(F)c4)CC3)n[nH]2)cc1	34.7%[activator]

# Other structures follow:
molecule	ALOX12 inh
O=C1CCN(C(=O)C2CCN(C(=O)CCc3ccccc3)CC2)CCCCCCN1	51.7%[activator]
Cc1ccc(S(=O)(=O)Nc2cccc(C(N)=O)c2)cc1F	10.4%
CC(C1CC1)N(Cc1ccccc1)S(=O)(=O)c1cccc2nsnc12 (configuration not stated)	?
CCOc1ccc(C(CC(=O)O)NC(=O)c2ccccc2F)cc1 (configuration not stated)	?
Cc1ccccc1NC(=O)N1c2ccccc2CC1c1noc(C2CCOCC2)n1 (configuration not stated)	37.6%
Cc1cn2nc(C(=O)N3CCC(NC(=O)c4cc(Cl)ccc4F)CC3)cc2c(=O)[nH]1	34.7%
COc1ccc(CNC(=O)c2noc(-c3ccc(F)cc3)n2)cc1OC	39.2%
CCc1nccn1CCC(=O)N1CC[C@@](O)(C2CCOCC2)[C@H](C)C1	12.1%
